# From PubChem BioAssay
# GAA glycogen mod = qHTS Assay for Inhibitors and Activators of Human alpha-Glucosidase Cleavage of Glycogen. recombinant GAA, glycogen substrate, Amplex Red glucose oxidase fluorescence. Lysosomal alpha-glucosidase (Homo sapiens), P10253. Potency, µM (doses to about 76.4 µM), for inactives: at the top dose activity change, negative = inhibition, hits mostly inhibitors. 0.38% of 300,000 active; active = well fitted inhibition curve with a large enough effect;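 note: 0% = full enzyme reaction and -100% = no-enzyme basal signal; the screen sought inhibitors and activators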
#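 Recombinant enzyme (4 nM final) with compounds titrated up to 77 uM and bovine liver glycogen (30 ug) in citrate pH 5.0, 0.01% Tween-20, 37 C 40 min. Released glucose detected by Amplex Red/glucose oxidase (Ex 573/Em 610); AC50 from Hill fits.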
# * hit, by the source's call; & = joins results of further samples; [ ] = remark or other dose. Potency is the fitted concentration of half-maximal effect. This is a subset. The share of hits here may be higher or lower than overall.
GAA glycogen mod	SMILES
-2%	CC(CCc1ccccc1)NC(=O)COC(=O)c1cccc(N(C)C)c1 (stereo not given)
-13%[76.3 µM]	CCN1C(=O)c2ccccc2S(=O)(=O)c2ccc(C(=O)NCc3ccc(OC)cc3)cc21
-8%[76.3 µM]	Cc1ccccc1CCN1CCCC(CN(C)C(=O)C(=O)c2ccco2)C1 (stereo not given)
-2%[76.3 µM]	CC(C)(C)N(Cc1ccccc1)C(=O)c1cccs1
3%	CC1CCN(CCCNC(=O)CCNC(=O)Cn2cnc3ccccc3c2=O)CC1
3%	N#C/C(=C\c1cccnc1)c1ccccc1[N+](=O)[O-]
3%	Cc1cccc(-n2c(C)c(C)c3c(N)ncnc32)c1
-3%[76.3 µM]	Cc1cc(N2C(=O)C(O)=C(C(=O)c3cc4ccccc4o3)C2c2cccc(Br)c2)no1 (stereo not given)
-13%	Cc1ccc(NC(=O)c2ccc(S(=O)(=O)N3CCOCC3)cc2)cc1
-9%[76.3 µM]	CCCOc1ccc(/C=N/NC(=O)C2CC2)c(OCCC)c1
-12%[76.3 µM]	COc1c(C=O)cc2c3c1CCCN3CCC2
5%	CC1CCN(C(=O)COC(=O)Cc2ccc(Br)cc2)CC1
0%	Cc1ccc(S(=O)c2snnc2C)cc1 (stereo not given)
-14%	COc1ccc(/C=C2/C(=O)ON=C2C)cc1Br
1%	CCn1c(=O)c(C(=O)NNC(=O)c2cccc(Cl)c2)c(O)c2ccccc21
16%[76.3 µM]	CCOC(=O)C1CCN(S(=O)(=O)c2ccc3[nH]c(=O)ccc3c2)CC1
1%[76.3 µM]	COc1ccc(CCNC(=O)CSc2nc3sc(C(=O)O)c(C)c3c(=O)[nH]2)cc1OC
1%[76.3 µM]	NC(=O)C1CCN(c2oc(-c3ccccc3)nc2S(=O)(=O)c2ccc(Br)cc2)CC1
5%[76.3 µM]	O=C(Nc1cc(S(=O)(=O)N2CCCCCC2)ccc1OCC(F)(F)F)C1CCC1
-24%[76.3 µM]	C#CCOc1ccc(Br)cc1C(c1c(C)[nH][nH]c1=O)c1c(C)[nH][nH]c1=O
0%[76.3 µM]	COc1cc(C(=O)Nc2ccc3c(c2)ncn3C(C)(C)C)cc(OC)c1OC
3%[76.3 µM]	Cc1onc(-c2c(Cl)cccc2Cl)c1C(=O)Nc1ccc(C(N)=O)cc1
3%[76.3 µM]	O=C(CN1CCCCCC1)Nc1c(Cl)cc(Cl)cc1Cl
-7%[76.3 µM]	NC(=O)c1nsc(C(=O)N(c2cccc(F)c2)C(C(=O)NCc2ccccc2)c2ccc(O)cc2)c1N (stereo not given)
-1%	O=[N+]([O-])c1ccc(N2CCN(c3cccc(Cl)c3)CC2)cn1
19%[76.3 µM]	C=CCN(CC=C)C(=O)C1CCN(Cc2ccc(OCc3ccccc3)cc2)CC1
3%[76.3 µM]	COCC(=O)Nc1c(C(=O)Nc2ccc(C)cc2)oc2ccccc12
12%[76.3 µM]	Cc1ccccc1NC(=O)c1ccc(CN2CC(=O)N3CCCCC3C2=O)cc1 (stereo not given)
-10%[76.3 µM]	C/C(=N\NC(N)=O)C1CC(Cc2ccccc2)C(=O)O1 (stereo not given)
-15%[76.3 µM]	CC(=O)c1cccc(NC(=O)c2ccc3ccccc3c2)c1
18%[76.3 µM]	O=C(NCCOCCn1c(=O)oc2ccccc21)Nc1cccc(Cl)c1
0%[76.3 µM]	COc1ccccc1N1CCN(c2ncnc3c2nc2n3CCCC2)CC1
15%[76.3 µM]	Cc1c2cnn(CC(=O)NCc3ccc(F)cc3)c(=O)c2c(C)n1Cc1ccccc1Cl
-1%	C/C(Cn1ncc(N2CCOCC2)c(Cl)c1=O)=N\O
22%[76.3 µM]	Cc1ccc(CNC(=O)c2nc(SCc3ccccc3C)ncc2Cl)cc1
4%	COc1cccc(-n2cc(C(=O)NCCCOC(C)C)c3ccccc3c2=O)c1
-5%[76.3 µM]	CCn1c(=O)c(CCC(=O)NCC2CCCO2)c(C)c2c(C)nn(-c3ccccc3)c21 (stereo not given)
-22%[76.3 µM]	Cc1ccc(/C=N/NC(=O)c2cc3ccccc3cc2O)o1
-3%[76.3 µM]	CCSc1nnc(N2C(=O)C(O)=C(C(=O)c3ccco3)C2c2cccc(OC)c2)s1 (stereo not given)
-2%	CCC(C)N1C(=O)CCC1C(=O)NCCc1ccc(Cl)cc1 (stereo not given)
8%[76.3 µM]	Cc1nc(NCCc2ccccc2)c2nnn(Cc3ccccc3Cl)c2n1
0%	CCCC(=O)N1CCN(Cc2nc3cc([N+](=O)[O-])ccc3n2C)CC1
0%	CCOC(=O)C1=C(c2ccccc2)NC(=O)NC1c1ccc(OC)cc1OC (stereo not given)
-4%	CCOc1ccc(/C=C2\SC(N3CCCCC3)=NC2=O)cc1
-17%[76.3 µM]	COc1ccc(-c2nc3ccccc3n3c(-c4ccccc4)c4c(=O)n(C)c(=O)n(C)c4c23)cc1
-11%[76.3 µM]	N#Cc1ccccc1COC(=O)c1ccc(Br)o1
-8%	COc1ccc2cc(C(C)C(=O)Nc3cccc(S(=O)(=O)N(C)C)c3)ccc2c1 (stereo not given)
-1%	Cc1ccc(S(=O)(=O)N/N=C/c2ccc(C#N)cc2)cc1
4%[76.3 µM]	COc1ccc(CNCc2cc(OC)ccc2OC)cc1
2%[76.3 µM]	CCN(CC)CCOC(=O)c1ccc(NC(=O)CCn2c(=O)oc3ccccc32)cc1

# Going on with the list.
GAA glycogen mod	SMILES
0%[76.3 µM]	Cc1nnc(NC(=O)CSc2nnc(CC(=O)Nc3ccccc3F)n2C)s1
-3%[76.3 µM]	CC1CCc2sc(C(=O)N(C)CC(=O)Nc3cccc(F)c3)cc2C1 (stereo not given)
11%[76.3 µM]	CCc1ccccc1NC(=O)COC(=O)c1cn(CC)c2nc(C)ccc2c1=O
3%	CN1CCc2c(sc3nc(NN)n(-c4ccc(Cl)cc4)c(=O)c23)C1
-3%[76.3 µM]	CCOc1ccc(C(=O)Nc2nnc(SCC(=O)NCC3CCCO3)s2)cc1OCC (stereo not given)
-11%[76.3 µM]	COc1ccccc1C(=O)COC(=O)/C=C/c1ccccc1
14%[76.3 µM]	Cc1ccc(OC(=O)CSc2nnc(CNC(=O)c3ccccc3)o2)cc1
11%[76.3 µM]	COc1cccc(C(=O)N(Cc2cccc(F)c2)C2CCS(=O)(=O)C2)c1 (stereo not given)
3%[76.3 µM]	Cc1nc(CCNC(=O)C2CCC(=O)N(CCc3cccc(F)c3)C2)sc1C (stereo not given)
-4%[76.3 µM]	COCCCn1c(=N)c(C(=O)NC2CCCC2)cc2c(=O)n3ccccc3nc21
-12%[76.3 µM]	Cc1ccccc1NC(=O)CN1C(=O)c2ccccc2C1=O
-5%[76.3 µM]	CCOc1ccc(CN2CCNC(=O)C2CC(=O)NC2CCCCCC2)cc1 (stereo not given)
9%[76.3 µM]	O=C(NCC1CCCCC1)C1(CC2CC(c3ccc(Cl)cc3)=NO2)CCNCC1 (stereo not given)
-23%	Nc1c(SCCC(=O)O)ccc2c1C(=O)c1ccccc1C2=O
-8%[76.3 µM]	O=C(CSc1nc2ccccc2nc1N1CCCC1)Nc1ccc(F)cc1
-12%[76.3 µM]	COc1cccc(Cn2c(C)c(CNCc3cccc(C)c3)c(C(=O)O)c2C)c1
-7%	Cc1c(C)n(CCCN(C)C)c2ncnc(NC3CCCCC3)c12
-6%[76.3 µM]	Cc1cc(C(=O)Nc2c(C)nn(Cc3ccc(F)cc3)c2C)no1
11%[76.3 µM]	COc1ccc(Cl)cc1NC(=O)c1noc2c1CCc1ccccc1-2
0%[76.3 µM]	O=C(CCC(=O)N1CCCCC1)Nc1ccc(Cl)c(Cl)c1
9%	COc1ccc(C2=Nn3c(nnc3C(F)(F)F)SC2)cc1
-1%[76.3 µM]	CCOc1ccc(C(=O)Nc2ccc3nc4c(c(Nc5ccccc5OC)c3c2)CCCC4)cc1
10%[76.3 µM]	CCOC(=O)c1cccc(NC(=O)c2ccc(NC(=O)C3CCCO3)cc2)c1 (stereo not given)
-1%	COc1ccc2c(c1)c(N=NC(N)=S)c(O)n2CC(=O)c1ccccc1
0%[76.3 µM]	COc1ccc(S(=O)(=O)N(CC(=O)NCc2ccco2)c2ccccc2OC)cc1

# Gathered by group: those above containing a CF3 group
GAA glycogen mod	SMILES
5%[76.3 µM]	O=C(Nc1cc(S(=O)(=O)N2CCCCCC2)ccc1OCC(F)(F)F)C1CCC1
9%	COc1ccc(C2=Nn3c(nnc3C(F)(F)F)SC2)cc1

# Continuation:
GAA glycogen mod	SMILES
10%[76.3 µM]	CC(C)Oc1ccc(CNC(=O)c2ccc3c(c2)N(Cc2ccc(F)cc2)CCS3)cc1
2%[76.3 µM]	COc1ccc(CN2C(=O)c3cccnc3C2=O)cc1S(=O)(=O)N1CCCCC1
0%	COc1ccccc1-n1c(-c2ccco2)n[nH]c1=S
-1%[76.3 µM]	COc1ccc(-c2csc3nc(-c4ccc(F)cc4)oc(=O)c23)cc1
-3%[76.3 µM]	COc1ccc2oc(=O)cc(CN3CCN(C(=O)c4ccccc4F)CC3)c2c1
6%[76.3 µM]	O=C(c1cccc([N+](=O)[O-])c1)N1CCCC(C(=O)N2CCc3ccccc3C2)C1 (stereo not given)
-7%[76.3 µM]	COc1ccc(CCNC(=O)c2ccc3ccccc3n2)cc1
-13%[76.3 µM]	Cc1ccc(S(=O)(=O)C2(C(=O)Nc3ccc(Cl)c(C(F)(F)F)c3)CC2)cc1
-10%[76.3 µM]	COc1ccc2cc(-c3ccccc3)c(=O)oc2c1
10%[76.3 µM]	O=c1[nH]c(/C=C\c2cccc(O)c2)nc(O)c1[N+](=O)[O-]
4%&-9%[76.3 µM]	Cc1n[nH]c(C)c1S(=O)(=O)N1CCCC(C(=O)Nc2ccc(Br)cc2)C1 (stereo not given)
13%[76.3 µM]	O=C(NC12CC3CC(CC(C3)C1)C2)c1cc([N+](=O)[O-])ccc1Cl
-3%[76.3 µM]	O=C(C(O)c1ccccc1)N1N=C(c2ccccc2)CC1(O)C(F)(F)F (stereo not given)
3%	CC(C)c1nnc(SCC(=O)Nc2ccc3c(c2)OCCO3)n1C
11%	CCOc1ccc(NC(=O)CN2CCN(CC(=O)Nc3ccc(C(N)=O)cc3)CC2)cc1
-5%[76.3 µM]	COc1cccc(NS(=O)(=O)c2ccc3c(c2)NC(=O)CC(=O)N3)c1
-14%[76.3 µM]	CCC(=O)N1N=C(c2ccccc2)CC1c1ccccc1 (stereo not given)
20%[76.3 µM]	CCOC(=O)C1CCN(C(=O)CCC(=O)NCCc2ccc(Cl)cc2)CC1
0%[76.3 µM]	CCCOc1cccc(C(=O)N2CCCCC2CCN2CCCCC2)c1 (stereo not given)
-3%	CC(=O)Nc1ccc(S(=O)(=O)Nc2ccc(Cc3ccncc3)cc2)cc1
-1%[76.3 µM]	O=C(O)CCCn1cc(NC(=O)COc2cccc(Cl)c2)cn1
-12%[76.3 µM]	CCOc1ccc(CCNC(=O)c2nnc(Cc3cc(OC)c(OC)c(OC)c3)o2)cc1OCC
-7%[76.3 µM]	N#C/C(=C\c1cccc(OCC(=O)O)c1)c1nc2ccccc2[nH]1
17%[76.3 µM]	COC(=O)c1sc(N2C(=O)c3oc4ccc(C)cc4c(=O)c3C2c2ccc(OC)cc2)nc1C (stereo not given)
-6%	COc1ccc(CNC(=O)C(C)OC(=O)CN2C(=O)COc3ccccc32)cc1 (stereo not given)

# An excerpt of these results, as labelled records:
CCOc1ccc(CCNC(=O)c2nnc(Cc3cc(OC)c(OC)c(OC)c3)o2)cc1OCC
  GAA glycogen mod = -12%[76.3 µM]
N#C/C(=C\c1cccc(OCC(=O)O)c1)c1nc2ccccc2[nH]1
  GAA glycogen mod = -7%[76.3 µM]
COC(=O)c1sc(N2C(=O)c3oc4ccc(C)cc4c(=O)c3C2c2ccc(OC)cc2)nc1C (stereo not given)
  GAA glycogen mod = 17%[76.3 µM]
COc1ccc(CNC(=O)C(C)OC(=O)CN2C(=O)COc3ccccc32)cc1 (stereo not given)
  GAA glycogen mod = -6%

# Further results.
GAA glycogen mod	SMILES
-2%	Cc1ccc(S(=O)(=O)N[C@@H](Cc2ccccc2)C(=O)N2CCC[C@@H]2C(=O)O)cc1
-1%[76.3 µM]	CC1CCN(C(=O)c2[nH]cnc2C(=O)NCC(=O)OC(C)(C)C)CC1
-3%	CC(C)(C)c1ccc(C(=O)O/N=C(\N)c2ccccc2)cc1
-1%[76.3 µM]	COC(=O)c1ccc(NC(=O)CN2C(=O)CC(C)S(=O)(=O)c3ccccc32)cc1 (stereo not given)
1%	C/C(=N\NC(=O)CNC(=O)c1ccco1)c1ccc(Br)cc1
-14%[76.3 µM]	C=Cc1ccc(Cn2c(=O)n(-c3ccccc3C)c(=O)c3c4c(sc32)CN(C(C)=O)CC4)cc1
1%[76.3 µM]	O=C(CSc1nc2c([nH]c3ccccc32)c(=O)n1-c1ccccc1)NCC1CCCO1 (stereo not given)
-6%[76.3 µM]	CC(C)CN(C(=O)CCC(=O)OCC(=O)c1ccc(F)c(F)c1)c1c(N)n(CC(C)C)c(=O)[nH]c1=O

# Three entries drawn at random from those above, as already listed:
GAA glycogen mod	SMILES
-2%	Cc1ccc(S(=O)(=O)N[C@@H](Cc2ccccc2)C(=O)N2CCC[C@@H]2C(=O)O)cc1
-3%	CC(C)(C)c1ccc(C(=O)O/N=C(\N)c2ccccc2)cc1
1%[76.3 µM]	O=C(CSc1nc2c([nH]c3ccccc32)c(=O)n1-c1ccccc1)NCC1CCCO1 (stereo not given)
